# CHT inh: inhibits the human high affinity choline transporter; B-score at 10 µM; AID 488975; Q9GZV3; CHT-expressing cells, membrane potential dye, choline response; active compounds read low; 310,000 tested, 0.86% active;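 active means B-score over 3 SD under the library average, and starting fluorescence ratio not unusually high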;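 further: choline stimulus applied at its EC90 after an EC20 pre-addition; B-score computed on integrated fluorescence ratio after choline addition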
# Target sequence (Q9GZV3 whole entry, looked up): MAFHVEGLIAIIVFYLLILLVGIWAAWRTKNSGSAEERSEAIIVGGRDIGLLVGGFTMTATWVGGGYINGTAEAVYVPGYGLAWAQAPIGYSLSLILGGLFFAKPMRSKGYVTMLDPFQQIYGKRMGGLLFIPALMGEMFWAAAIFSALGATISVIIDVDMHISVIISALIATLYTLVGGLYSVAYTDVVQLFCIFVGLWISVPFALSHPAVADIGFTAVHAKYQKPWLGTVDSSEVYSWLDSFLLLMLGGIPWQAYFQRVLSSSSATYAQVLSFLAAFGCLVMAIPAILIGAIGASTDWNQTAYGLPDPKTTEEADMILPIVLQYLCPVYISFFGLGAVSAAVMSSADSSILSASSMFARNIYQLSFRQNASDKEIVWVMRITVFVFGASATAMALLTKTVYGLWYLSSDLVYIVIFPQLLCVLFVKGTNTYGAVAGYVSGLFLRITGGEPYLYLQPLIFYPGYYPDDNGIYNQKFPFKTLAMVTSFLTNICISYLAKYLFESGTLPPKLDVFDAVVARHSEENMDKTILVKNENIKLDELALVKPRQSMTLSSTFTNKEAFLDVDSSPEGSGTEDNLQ
# CHT PAM: human CHT allosteric activation | AID 488977 | B-score at 10 µM | CHT-expressing cells, membrane potential dye, choline EC20; active compounds read high; LV-AA mutant CHT in HEK293 cells | 310,000 tested, 0.49% active;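 active means initial fluorescence not abnormally high and integrated response B-score, plate-corrected, over 3 SD above library mean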
# An asterisk follows results filed as active; i = inactive. Random draw from the library; overall some 1.5% were active at least once.
nr	mol	CHT inh	CHT PAM
1	O=C(NCCCN1CCCC1=O)c1ccccc1NS(=O)(=O)c1ccc(F)cc1	i	i
2	Cc1cc([N+](=O)[O-])cc2c1NCC1CC=CC21 (stereo unspecified)	i	i
3	COc1cc(NC(=O)NCCN2CCN(c3ccc(Cl)cc3)CC2)ccc1C	i	i
4	Cc1c(S(=O)(=O)NCc2ccccc2)c(=O)n(C)c(=O)n1C	i	i
5	Cc1cccc(Cn2c(N3CCN(c4ccccc4)CC3)nc3c2c(=O)n(C)c(=O)n3C)c1	i	i
6	COc1ccc(C(c2c(C)n(C)n(-c3ccccc3)c2=O)c2c(C)n(C)n(-c3ccccc3)c2=O)c(OC)c1OC	i	i
7	CCOC(=O)N1CCN(S(=O)(=O)c2ccc(C(=O)Nc3nc4ccccc4s3)cc2)CC1	i	i
8	Cc1ccccc1C(=O)NC(=S)N(C)C1CCCCC1	i	i
9	Cc1ccc(C(=O)Nc2cccnc2)cc1NC(=O)c1ccco1	i	i
10	Cc1ccc(NC(=O)CSCC(=O)Nc2ccccc2N2CCCC2)cc1	i	i
11	CCCn1c2ccccc2c2nnc(SCC(=O)OC)nc21	i	i
12	CCOc1ccc(S(=O)(=O)NCCSc2ccccc2)cc1	i	i

# The results go on.
nr	mol	CHT inh	CHT PAM
13	CN(C)CCn1c2c(c(SCC(=O)Nc3cccc4ccccc34)nc1=O)CCCC2	i	i
14	COc1ccc(C2NC(=O)NC(C)=C2C(=O)OCC2CCCCC2)cc1OC (stereo unspecified)	i	i
15	COc1ccc(CSc2nncn2C)cc1[N+](=O)[O-]	i	i
16	Cc1cccn2c(=O)c(C=C(C#N)C#N)c(N3CCN(C)CC3)nc12	i	8.5*
17	COc1cccc(OCC(=O)Nc2cc(Cl)ccc2Oc2ccccc2)c1	i	i
18	O=C(Nc1nc(-c2ccccn2)cs1)c1cc2ccccc2o1	i	i
19	O=C(CNC(=O)c1ccccc1)OCc1cccc(Br)c1	i	i
20	CCNC(=S)Nc1ccc2cn[nH]c2c1	i	i
21	CCCOc1cccc(C(=O)Nc2ccccc2C(=O)N2CCN(C)CC2)c1	i	i
22	COc1ccc(C(=O)NC(=S)NNC(=O)c2ccc(O)cc2)cc1[N+](=O)[O-]	i	i
23	O=C(NCCCC1CCCC1)C1CCC(=O)N(Cc2cccc(F)c2)C1 (stereo unspecified)	i	i
24	CCn1c(SCC(O)c2ccccc2)nnc1-c1ccccc1 (stereo unspecified)	i	i

# (more compounds)
nr	mol	CHT inh	CHT PAM
25	CC(=O)Nc1ccc(S(=O)(=O)N2CCN=C2SCc2ccc(C)cc2)cc1	i	i
26	FC(F)(F)c1cnc(-c2cnc(-c3ccccn3)nc2)c(Cl)c1	i	i
27	CCC(NC(=O)Cc1c(C)c2c(cc(C)c3c(C)c(C)oc32)oc1=O)C(=O)O (stereo unspecified)	i	i
28	Cc1ccc(CN2CCN(CC(=O)NCc3ccccc3)CC2)cc1	i	i
29	O=C1C(=O)N(CCN2CCCCC2)c2ccccc21	i	i
30	COc1ccc(Cl)cc1C(=O)NCC(=O)OCc1ccccc1	i	i
31	CCCCOc1ccc(C(=O)NCc2ccncc2)cc1	i	i
32	CC(CN1CCCCC1)OC(=O)c1cc2ccccc2o1 (stereo unspecified)	i	i
33	Cc1ccc(S(=O)(=O)CC(C)N2CCOCC2)c(S(=O)(=O)CC(C)N2CCOCC2)c1 (stereo unspecified)	i	i
34	COc1ccc(S(=O)(=O)Nc2c(C)nc3nc[nH]n3c2=O)cc1	i	i
35	O=C(NCCc1ccccc1)c1cccc([N+](=O)[O-])c1	i	i
36	CCOc1ccc(S(=O)(=O)N2CCCC(C(=O)NCc3ccccc3)C2)cc1 (stereo unspecified)	i	i

# The list goes on.
nr	mol	CHT inh	CHT PAM
37	Cc1ccc(SCC(=O)OCC(=O)N(C)CC(=O)Nc2ccc(F)cc2)cc1C	i	i
38	O=C(COC(=O)c1ccccn1)Nc1ccccc1Cl	i	i
39	Cc1nnc(SCc2nnc(-c3ccccc3Br)o2)s1	i	i
40	CCCc1[nH]nc2c1C(c1ccc(OCCN3CCOCC3)c(OCC)c1)C(C#N)=C(N)O2 (stereo unspecified)	i	i
41	COc1cc(/C=N/NC2=NS(=O)(=O)c3ccccc32)cc(OC)c1OC	i	i
42	Cc1ccccc1NS(=O)(=O)CCCCC(Cl)(Cl)Cl	i	i
43	Cn1c(=O)c2c([nH]c(=O)n2C)n(Cc2ccccc2)c1=O	i	i
44	C=CCN(c1ccccc1)S(=O)(=O)c1cccc(C(=O)Nc2ncccc2O)c1	i	i
45	Cc1cc(NC(=O)c2cc([N+](=O)[O-])cc([N+](=O)[O-])c2)no1	i	i
46	O=C(CN1C2CCCC1CC(NC(=O)C1CCCCC1)C2)NCc1ccc(F)cc1 (stereo unspecified)	i	i
47	O=C(C(Cc1ccccc1)n1cccc1)N1CCN(c2ncccn2)CC1 (stereo unspecified)	i	i
48	CCN(CC)CCCN1CC(=O)N2[C@@H](Cc3c([nH]c4ccccc34)C2(C)C)C1=O	i	i

# Further results.
nr	mol	CHT inh	CHT PAM
49	Cc1ccc(C)c2nc3sc(C(=O)N4CCOCC4)c(N)c3cc12	i	i
50	O=C(N/N=C/c1ccc(N2CCOCC2)cc1)c1ccccn1	i	i
51	Cc1cccc(NC(=O)c2ccccc2NC(=O)c2ccco2)c1	i	i
52	CCCN1CN=C(NS(=O)(=O)c2ccc(C)cc2)NC1	i	i
53	Cc1ccc(C23CC4CC(CC(C(=O)NC(C)C)(C4)C2)C3)cc1	i	i
54	O=C(NCCNC(=O)c1ccc(Cl)cc1Cl)c1ccco1	i	i
55	CC1CCCC(NC(=O)CCC(=O)N2CCOc3ccccc32)C1C (stereo unspecified)	i	i
56	CCC(=O)Nc1cccc(-c2nnc(-c3cccc(NC(=O)CC)c3)o2)c1	i	i
57	Cn1c(CCC(=O)OCC(=O)NCc2ccccc2Cl)nc(=O)c2ccccc21	i	i
58	Fc1ccc(CNc2nc(-c3ccco3)cc(C(F)(F)F)n2)cc1	i	i
59	Cc1c(Cl)cccc1NC(=O)Cn1c(-c2ccc(F)cc2)noc1=O	i	i
60	CC1C(=O)C(C)C(c2ccccc2F)NC1c1ccccc1F (stereo unspecified)	i	i

# Later entries:
nr	mol	CHT inh	CHT PAM
61	COc1ccc2c(c1OC)C(=O)OC2Nc1ncc(Br)cc1Br (stereo unspecified)	i	i
62	CCOC(=O)C1=C(C)N=c2s/c(=C/c3cccc([N+](=O)[O-])c3O)c(=O)n2C1c1ccccc1 (stereo unspecified)	-8*	i
63	COc1ccc(S(=O)(=O)NCC(=O)NCc2cc(=O)n(C)c(=O)n2C)cc1C	i	i
64	CCn1c(SCCOc2ccc(Cl)cc2)nnc1-c1cccs1	i	i
65	COCCN(Cc1ccc(F)cc1)C(=O)c1cc2ccccc2oc1=O	i	i
66	O=C(CSc1nnc(CNC(=O)c2cccs2)o1)Nc1ccccc1C(F)(F)F	i	i
67	CCN(CCCNC(=O)COc1cc(=O)n(C)c2ccccc12)c1cccc(C)c1	i	i
68	CC(=O)COC(=O)C1=NN(c2ccccc2)C(=O)CC1	i	i
69	O=C(NCc1ccccc1C(F)(F)F)C1CC(c2ccccc2[N+](=O)[O-])=NO1 (stereo unspecified)	i	i
70	CCCCn1nc(C(=O)NNC(=O)c2ccncc2)c2ccccc2c1=O	i	i
71	CCOC(=O)C1(Cc2cccc(OC)c2)CCN(C/C=C/c2ccc(OC)cc2)CC1	i	i
72	O=C(O)C1C2C=CC3(O2)C1C(=O)N1c2ccccc2COC13 (stereo unspecified)	i	i

# The list goes on.
nr	mol	CHT inh	CHT PAM
73	CCS(=O)(=O)N1CCC(C(=O)NCc2cccs2)CC1	i	i
74	FC(F)(F)c1cccc(NC(=S)Nc2cccc(NC(=S)Nc3cccc(C(F)(F)F)c3)n2)c1	i	i
75	COc1ccc(/C=C/C(=O)N2CCN(C)CC2)cc1OC	i	i
76	CCC(=O)NC(=S)Nc1cccc(NC(=O)c2ccc(Cl)cc2Cl)c1	i	i
77	CSc1nccc(N/N=C/c2ccccc2)n1	i	i
78	NS(=O)(=O)c1ccc(NC(=O)CN2CCCCC2)cc1	i	i
79	CC(=O)N(Cc1ccco1)C1(C(=O)NC2CCCCC2)CCCCC1	i	i
80	O=C(Nc1nc(-c2ccc(F)c(F)c2)cs1)c1cc([N+](=O)[O-])ccc1N1CCOCC1	i	i
81	C/C(CC(=O)Nc1ccc(Cl)cc1Cl)=N\NC(=O)c1cnccn1	i	i
82	COCCNC(=O)CCC1CCN(Cc2cccc(Oc3ccccc3)c2)CC1	i	i
83	CC(C)N1C(=O)N(c2cccc(Cl)c2)C(C)(O)CC1(C)C (stereo unspecified)	i	i
84	CCC(C)NC(=O)CSC1=Nc2ccccc2C2=NC(CCC(=O)NCc3ccco3)C(=O)N12 (stereo unspecified)	i	i

# Entries of single compounds, looked up by structure.
# CCC(C)NC(=O)CSC1=Nc2ccccc2C2=NC(CCC(=O)NCc3ccco3)C(=O)N12 (stereo unspecified) as listed: CHT inh: i; CHT PAM: i
# CCC(=O)NC(=S)Nc1cccc(NC(=O)c2ccc(Cl)cc2Cl)c1 as listed: CHT inh: i; CHT PAM: i

# Later entries
nr	mol	CHT inh	CHT PAM
85	Cc1nnsc1C(=O)N1CCN(c2ccc(F)cc2)CC1	i	i
86	O=C(NC(NCCCN1CCOCC1)(C(F)(F)F)C(F)(F)F)C1CCCCC1	i	i
87	Cc1cc(C(=O)NCc2ccccc2)no1	i	i
88	Cc1ccsc1CN1CCN(c2ccccn2)CC1	i	i
89	O=C(N/N=C/c1ccc([N+](=O)[O-])o1)C1CCCC1	i	i
90	COc1ccc(/C=C/C(=O)NCC(=O)N/N=C/c2cc(Br)ccc2OCc2ccccc2)cc1	i	i
91	O=C(NCc1ccc2c(c1)OCO2)C(=O)NCC1OCCN1S(=O)(=O)c1ccc(F)cc1 (stereo unspecified)	i	i
92	COc1ccc(S(=O)(=O)N(C)CC(=O)N2CCN(C)CC2)cc1Cl	i	i
93	COc1ccc(C(=O)Nc2ccccc2-c2nnn(CC(=O)NCc3ccco3)n2)cc1	i	i
94	CC(=O)Nc1ccc(S(=O)(=O)Nc2ccccc2C(=O)N2CCOCC2)cc1	i	i
95	COc1cccc(CN(C(=O)c2ccco2)C(C(=O)NC2CCCC2)c2cccnc2)c1 (stereo unspecified)	i	i
96	CCCCCc1ccc(C2=NNC(=O)CC2)cc1	i	i

# Two of these compounds in another layout.
85: Cc1nnsc1C(=O)N1CCN(c2ccc(F)cc2)CC1
  CHT inh = i | CHT PAM = i
90: COc1ccc(/C=C/C(=O)NCC(=O)N/N=C/c2cc(Br)ccc2OCc2ccccc2)cc1
  CHT inh = i | CHT PAM = i

# More compounds follow.
nr	mol	CHT inh	CHT PAM
97	CN(C(=O)Cc1c(C(=O)O)n(C)c2ccccc12)c1ccc(F)cc1	i	i
98	COc1ccc(-c2nnn(CC(=O)N(Cc3ccccc3Cl)C(C(=O)NCC3CCCO3)c3ccco3)n2)cc1 (stereo unspecified)	i	i
99	CCCNc1nc(C)nc2c1cnn2CCc1ccccc1	i	i
100	COc1cccc(NC(=O)c2cc3ccccc3o/c2=N\O)c1	-6.3*	i
101	CCc1cccc(CC)c1NC(=O)C[n+]1cccc(C(N)=O)c1	i	i
102	CC(=O)Nc1ccc(S(=O)(=O)N2CCC(=O)Nc3ccccc32)cc1	i	i
103	Cc1ccc(CS(=O)Cc2ccc(C(=O)N3CCN(c4ccc(F)cc4)CC3)o2)cc1 (stereo unspecified)	i	i
104	N#Cc1cccc(NC(=O)Nc2cccs2)c1	i	i
105	Cc1c(O)ccc(C(=O)COc2ccccc2F)c1O	i	i
106	CC(C)CCNC(=O)COc1ccc(C(=O)c2ccccc2)cc1	i	i
107	O=C(Nc1nc2ccccc2s1)c1cc(-c2ccco2)nc2ccccc12	i	i
108	COCCNC(=O)C1=NOC(Cn2cc(C#N)c(=O)n(C)c2=O)C1 (stereo unspecified)	i	i

# (cont.)
nr	mol	CHT inh	CHT PAM
109	Cc1ccc(NC(=O)Cn2cc(C(=O)C3CC3)c3ccccc32)c(C)c1	i	i
110	CCn1c(=S)sc2c(=O)n(CC(=O)Nc3ccccc3OC)c(C)nc21	i	i
111	COc1ccc(N(C(=O)c2cccnc2)S(=O)(=O)c2ccc(F)cc2)cc1	i	i
112	COc1ccc(NCC(O)Cn2cnc3c2c(=O)n(C)c(=O)n3C)cc1 (stereo unspecified)	i	i
113	CC(=O)Nc1cccc(NC(=O)CS(=O)(=O)c2cn(CC(=O)N3CCCC3)c3ccccc23)c1	i	i
114	CCCC1C2CN(C(C)C)CC=C2C(C#N)=C(N)C1(C#N)C#N (stereo unspecified)	i	i
115	CC(C)(C)c1cnnn1-c1cccc([N+](=O)[O-])c1	i	i
116	COc1cc(/C=N/NC(=O)c2cccnc2)ccc1OCC(=O)N1CCOCC1	i	i
117	Cc1nn(-c2cccc3cccnc23)c(=O)c2ccccc12	i	i
118	O=C(Nc1ccc(Cl)cc1F)c1cccc2ccccc12	i	i
119	O=C(CN(Cc1ccco1)C(=O)CNS(=O)(=O)c1ccc(F)cc1)NCc1ccco1	i	i
120	C/C(=N\N=C(/N)SC1CC(=O)N(c2cccc(Cl)c2)C1=O)c1cccs1 (stereo unspecified)	i	i

# (further entries)
nr	mol	CHT inh	CHT PAM
121	CC1=C([N+](=O)[O-])C(c2ccc3c(c2)OCO3)N(C)C(=O)N1C (stereo unspecified)	i	i
122	Cc1csc(N2CCCC2=O)n1	i	i
123	COc1ccc(C2=NO[C@@H]3C(=O)N(c4c(C)cccc4C)C(=O)[C@H]23)cc1OC	i	i
124	Cc1c(C(=O)Nc2c(F)cc(F)cc2Br)sc2ncn(CC(=O)N3CCCC3)c(=O)c12	i	i
125	CC(=O)Nc1ccc(NS(=O)(=O)c2ccc(C)cc2)cc1[N+](=O)[O-]	i	i
126	CC(SCC(=O)NC(C)C1CC2CCC1C2)C(=O)O (stereo unspecified)	i	i
127	Cc1ccc2[nH]c(O)c(N=NC(=O)C3CC3c3ccccc3)c2c1Br (stereo unspecified)	i	i
128	CCn1c(/C(C#N)=N/O)nc2ccccc21	i	i

# Bioassay records deposited in PubChem by Johns Hopkins Ion Channel Center.
